# GPR7 antag: human neuropeptides B/W receptor 1 antagonism | GPR7-expressing cells, fluorescence antagonist assay | inhibition, % at 4.4 µM | 1.1% of 290,000 active; in the data active = inhibition above about 16%, passing the limit was not always enough;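 note: cells stimulated with the agonist NPW; 0% = agonist with vehicle and 100% = vehicle without agonist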
# Target sequence (P48145 whole entry, looked up): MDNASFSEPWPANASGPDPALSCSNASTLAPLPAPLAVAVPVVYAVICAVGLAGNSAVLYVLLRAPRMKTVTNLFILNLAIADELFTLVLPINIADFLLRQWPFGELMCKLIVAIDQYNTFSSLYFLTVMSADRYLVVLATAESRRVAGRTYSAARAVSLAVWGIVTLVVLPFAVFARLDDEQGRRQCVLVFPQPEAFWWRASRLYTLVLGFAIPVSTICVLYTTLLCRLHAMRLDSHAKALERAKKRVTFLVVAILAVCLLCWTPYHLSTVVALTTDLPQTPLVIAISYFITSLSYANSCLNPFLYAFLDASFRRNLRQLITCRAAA
# M1 PAM parental: counter-screen for M1 PAMs: effect in parental CHO-K1 cells; 0.02% of 360,000 active; activation, % at 3 µM; ATP EC20, Fluo-8 calcium fluorescence; 0% at ATP EC20, 100% at ATP max;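 active = activation above the run cutoff, the mean activation of all test compounds plus 3 SD, cut at about 40% in these data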;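 note: peak over basal fluorescence ratio in a 140 s read after ATP addition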
# CHO-K1 Ca ag: M1 agonist counterscreen hit in parental CHO-K1 cells; Fluo-8 calcium fluorescence; scaled to maximal ATP response, vehicle zero; activation, % at 3 µM; 0.48% of 360,000 active; AID 602248; in the data active = activation above about 15%;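 note: untransfected CHO-K1 host cells lacking M1 receptor as counterscreen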
# CHO-K1 Ca antag: counter-screen for M1 antagonists: effect in parental CHO-K1 cells; inhibition, % at 3 µM; 0.6% of 360,000 active; ATP-induced calcium, Fluo-8 fluorescence; AID 602250;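 active = inhibition above a per-plate cutoff, the plate's mean sample inhibition plus 3 SD, cut at about 24% in these data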;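 note: 0% = DMSO plus EC80 ATP and 100% = DMSO alone without ATP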
# OXTR potentiate: human OXTR potentiation; P30559; CHO-OTR cells, Fluo-8 calcium fluorescence, potentiator mode; 0% = oxytocin EC15, 100% = EC100; activation, % at 3 µM; 0.061% of 320,000 active; AID 2445;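 active = activation above that plate's cutoff, the mean activation of tested compounds plus 3 SD, cut at about 6.6% in these data, passing the limit was not always enough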;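 note: 100% uses oxytocin at 75 nM as the full agonist control; some results filed as inactive read as strong as hits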
# Target sequence (P30559 whole entry, looked up): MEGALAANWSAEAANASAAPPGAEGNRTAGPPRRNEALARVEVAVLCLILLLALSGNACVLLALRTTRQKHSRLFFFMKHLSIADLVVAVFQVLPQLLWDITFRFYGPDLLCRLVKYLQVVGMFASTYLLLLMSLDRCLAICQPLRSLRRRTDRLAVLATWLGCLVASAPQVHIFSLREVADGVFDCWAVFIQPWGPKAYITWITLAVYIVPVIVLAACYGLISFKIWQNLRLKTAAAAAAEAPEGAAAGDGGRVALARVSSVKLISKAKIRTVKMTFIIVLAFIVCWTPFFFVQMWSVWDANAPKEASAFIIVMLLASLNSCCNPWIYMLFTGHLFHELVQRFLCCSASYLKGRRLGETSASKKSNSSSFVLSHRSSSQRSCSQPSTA
#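 Assay system: CHO cell line stably expressing human OTR | Also added: Oxytocin at about EC15, sub-maximal agonist stimulus | Times: Compound 6 min at room temperature before oxytocin, 100 s read | Measured by: Fluo-8 intracellular calcium fluorescence, ex 470-495, em 515-575 nm | Controls: EC15 oxytocin alone as 0%, 75 nM oxytocin as 100%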
# TAAR1 antag: human TAAR1 antagonism | 1.5% of 360,000 active | inhibition, % at 3 µM | AID 624466 | CHO RD-HGA16 TAAR1, Fluo-8 calcium fluorescence, antagonist;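 active = inhibition above a per-plate cutoff, the mean inhibition of test compounds on that plate plus 3 SD, cut at about 49% in these data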;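 note: 0% = DMSO plus EC80 beta-PEA response and 100% = DMSO alone without agonist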
#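 Test system: CHO RD-HGA16 cells bearing hTAAR1 | Reagent: β-PEA, EC80 | Compound dosing: 3 µM, single point | Schedule: Dye loading 75 min at 37 °C, then 30 min room temperature | Signal: Calcium fluorescence with Fluo-8 | Evaluation: Percent inhibition of PEA-evoked calcium signal, max/basal emission ratio | Control set: DMSO-only wells and EC80 β-PEA-stimulated wells | Repeats: Singlicate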
# OXTR agonist: human OXTR agonism. P30559. CHO-OTR cells, Fluo-8 calcium fluorescence; normalized: DMSO 0%, oxytocin 100%. activation, % at 3 µM. 0.32% of 320,000 active. AID 2435;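 active = activation above the mean of all tested compounds plus 3 SD, cutoff set per screening run, cut at about 20% in these data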;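 note: peak over basal fluorescence ratio from a 100 s FLIPR kinetic read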
# CHO parental Ca: counter-screen: ATP calcium response change in parental CHO cells; parental CHO-K1, ATP-induced calcium, Fluo-8 fluorescence; inhibition, % at 5.6 µM; 0.63% of 330,000 active; AID 463079;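 active = inhibition above that plate's mean sample inhibition plus 3 SD, cut at about 26% in these data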;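 note: 0% = ATP-challenged DMSO wells and 100% = DMSO wells without ATP; some compounds past the cut are filed as inactive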
#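 Measured by: calcium-sensitive Fluo-8 fluorescence / Test system: CHO parental line / Controls: ATP-challenged DMSO wells low, unchallenged DMSO wells high / Measure: % inhibition / Compound: single nominal dose of 5.6 µM per compound / Replicates: single well per compound, no replicates / Reagent: ATP as calcium-mobilizing challenge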
# V1aR counter: activates human V1a receptor in oxytocin agonist counter-screen. P37288. CHO-V1R cells, Fluo-8 calcium fluorescence, agonist mode; 0% DMSO, 100% 3 nM vasopressin. activation, % at 3 µM. 0.25% of 320,000 active;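 active = activation above the mean activation of all tested compounds plus 3 SD, per screening run, cut at about 20% in these data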;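 note: signal is peak over basal fluorescence ratio across a 100 second FLIPR read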
# * = called active by the depositor; · = not tested or not shown.
Structure | GPR7 antag | M1 PAM parental | CHO-K1 Ca ag | CHO-K1 Ca antag | OXTR potentiate | TAAR1 antag | OXTR agonist | CHO parental Ca | V1aR counter
O=C(N[C@@H](CO)C(=O)NCc1ccccc1)c1ccc(C(F)(F)F)cc1 | 0 | 6 | -0.3 | -3 | -8 | -1 | 0.9 | -13 | -0.5
COc1ccccc1Cc1c(C2CCCCC2)nc2ccc(Cl)cn12 | · | 11 | -0.2 | -26 | · | -17 | · | · | ·
CCOC(=O)c1c(-c2ccccc2)oc2ccc(O)c(CN3CCN(C)CC3)c12 | 12 | 15 | 1.4 | -11 | -11 | -23 | 1.4 | -4 | 2.0
CCCCn1c(N)c(N(CCOC)C(=O)COC(=O)COc2ccc(CC)cc2)c(=O)[nH]c1=O | · | 6 | 0.7 | -7 | -1 | -12 | 0.5 | 1 | -0.1
O=C(NCC1CCCN(C2Cc3ccccc3C2)C1)c1cccs1 (stereo unspecified) | -5 | 11 | 6.7 | 15 | -6 | 1 | 0.6 | -17 | 0.7
CN(C)CCN(Cc1ccccc1)c1nccc(N(C)C)c1C#N | 0 | 11 | 0.9 | -18 | -8 | -8 | 0.6 | -8 | 0.8
CNC(=O)C(C)NS(=O)(=O)c1ccc(F)cc1 (stereo unspecified) | -7 | 24 | 1.4 | -4 | 3 | 8 | 0.3 | 0 | 0.2
COc1ccc(/C(N)=N/OC(=O)CC2CCCCC2)cc1 | -18 | -18 | 0.0 | 13 | -6 | -36 | -0.8 | 2 | -0.4
COCCNC(=O)c1c(N)n(CCCn2ccnc2)c2nc3ccccc3nc12 | -1 | -4 | -0.1 | -9 | -15 | -9 | -0.1 | -3 | 0.7
COC(CNC(=O)c1c[nH]c2ccc(S(=O)(=O)N3CCC4(CC3)OCCO4)cc2c1=O)OC | -5 | 19 | 0.1 | -9 | -4 | -11 | -0.1 | 5 | -0.1
O=C(CCC(=O)c1cccs1)NCc1ccccc1 | -15 | 18 | 1.1 | -2 | 0 | -16 | -0.4 | -2 | 0.2
CCc1cccc(C)c1NC(=O)CO/N=C(\C)c1cc2ccccc2o1 | -10 | 19 | 6.2 | -3 | -10 | -11 | 3.1 | -18 | 3.8
Cc1oc2cc3oc(=O)c(CCC(=O)NCCN4CCOCC4)c(C)c3cc2c1C | 1 | -9 | 4.2 | 4 | -9 | -17 | 6.7 | -4 | 5.0
CCC(=O)N1CCC1(C)C(=O)NS(=O)(=O)c1cccc(C#N)c1 (stereo unspecified) | · | 26 | 0.7 | -6 | · | 5 | · | · | ·
COc1ccc(-c2nc(C#N)c(NCCN(C)C)o2)cc1 | 3 | 19 | 0.4 | -7 | 0 | 2 | 0.3 | -14 | -0.1
O=S(=O)(Nc1nc2ccccc2nc1Cl)c1ccc(Cl)cc1 | -11 | 5 | 4.3 | 22 | -13 | -1 | 1.3 | -5 | 4.8
O=C(Nc1ccccc1-c1ccccc1)c1ccco1 | -3 | 21 | 0.4 | -3 | 0 | -11 | -2.2 | -17 | -0.6
Cc1ccc(-c2nc(CS(=O)CC(=O)NC3CCCC(C)C3C)c(C)o2)cc1 (stereo unspecified) | -4 | 13 | 1.7 | -19 | -5 | -27 | -1.0 | -29 | 2.4
CC(=O)N1CCN(C(=O)c2cc(S(=O)(=O)Nc3ccc(S(C)(=O)=O)cc3)ccc2Cl)CC1 | 1 | 20 | 0.6 | -7 | -1 | -7 | 1.3 | 7 | 1.0
Cc1ccc(/C=N/NC(=O)c2c(-c3ccccc3)noc2C)o1 | 2 | 2 | 6.5 | -3 | -5 | -6 | -1.6 | -6 | 0.4
C/C(=N\NC(=O)C(N)=O)c1ccc(O)cc1O | -4 | 24 | 0.9 | -16 | -4 | -3 | -1.0 | 2 | -1.2
Cc1cnc(C2OCCO2)c2cccc(N)c12 | · | 0 | 0.0 | 10 | · | 5 | · | · | ·
O=C(O)c1nn(Cc2nc3ccccc3o2)c(=O)c2ccccc12 | 1 | -14 | 3.4 | -7 | -3 | 1 | 0.7 | -12 | 1.3
CCOc1ccc(-n2c(=S)sc3c(=O)[nH]c(SCC(=O)NC4CCCCC4)nc32)cc1 | · | -4 | 0.0 | 1 | · | 0 | · | · | ·
COc1ccc(OC)c(C2C3=C(CCCC3=O)NC3=C2C(=O)CCC3)c1 | 9 | -3 | -0.3 | 17 | -7 | 10 | 0.0 | 0 | 0.1
COc1ccccc1NC(=O)CN1CCN(CC(=O)Nc2ccccc2F)CC1 | · | 10 | 0.4 | -6 | · | -8 | · | · | ·
CSc1oc(-c2ccccc2)nc1C(N)=O | -10 | 20 | 0.3 | -21 | 1 | -4 | -2.0 | -6 | -0.3

# Five entries from above in another layout:
# Order of values: GPR7 antag, M1 PAM parental, CHO-K1 Ca ag, CHO-K1 Ca antag, OXTR potentiate, TAAR1 antag, OXTR agonist, CHO parental Ca, V1aR counter
> O=C(O)c1nn(Cc2nc3ccccc3o2)c(=O)c2ccccc12
    1, -14, 3.4, -7, -3, 1, 0.7, -12, 1.3
> CCOc1ccc(-n2c(=S)sc3c(=O)[nH]c(SCC(=O)NC4CCCCC4)nc32)cc1
    ·, -4, 0.0, 1, ·, 0, ·, ·, ·
> COc1ccc(OC)c(C2C3=C(CCCC3=O)NC3=C2C(=O)CCC3)c1
    9, -3, -0.3, 17, -7, 10, 0.0, 0, 0.1
> COc1ccccc1NC(=O)CN1CCN(CC(=O)Nc2ccccc2F)CC1
    ·, 10, 0.4, -6, ·, -8, ·, ·, ·
> CSc1oc(-c2ccccc2)nc1C(N)=O
    -10, 20, 0.3, -21, 1, -4, -2.0, -6, -0.3

# Entries of single compounds, quoted from the list.
# O=C(N[C@@H](CO)C(=O)NCc1ccccc1)c1ccc(C(F)(F)F)cc1 as listed: GPR7 antag: 0; M1 PAM parental: 6; CHO-K1 Ca ag: -0.3; CHO-K1 Ca antag: -3; OXTR potentiate: -8; TAAR1 antag: -1; OXTR agonist: 0.9; CHO parental Ca: -13; V1aR counter: -0.5
# CSc1oc(-c2ccccc2)nc1C(N)=O as listed: GPR7 antag: -10; M1 PAM parental: 20; CHO-K1 Ca ag: 0.3; CHO-K1 Ca antag: -21; OXTR potentiate: 1; TAAR1 antag: -4; OXTR agonist: -2.0; CHO parental Ca: -6; V1aR counter: -0.3

# Outcome played no part in choosing rows. Share with any hit: about 3.5%.
